TRPC4 potent – TRPC4 (mouse) allosteric potentiation; Q9QUQ5; HEK293 TRPC4beta/mu-opioid, DAMGO EC20, Fluo-4 Ca2+ flux; hits give high values; B-score at 10 µM; 310,000 compounds, 0.42% hits;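 active means B-score of calcium response area above 5 SD of library B-scores, with initial fluorescence ratio within 5 SD of library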;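 further: B-score of integrated fluorescence ratio over time as area under calcium response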
TMEM16A act – mouse TMEM16A channel activation, primary screen; 340,000 compounds, 0.3% hits; HEK293 TMEM16A/YFP-H148Q/I152L, iodide quench fluorescence; hits give low values; B-score at 10 µM;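 active means fluorescence-ratio B-score plate-corrected deviation score at least 3 library SD below zero, with starting fluorescence score within 5 deviations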;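 further: channel opened by trigger with iodide after compound preincubation; score built on the fluorescence ratio of max minus min over baseline; more negative score means more quench and so TMEM16A activation or potentiation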
TMEM16A inh – inhibitors of mouse TMEM16A calcium-activated chloride channel; HEK293 TMEM16A/YFP iodide influx fluorescence, ionomycin; normalized B-score (activity score, 25-100; higher = stronger inhibition) at 10 µM; Q8BHY3; 310,000 compounds, 1.2% hits;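 active means ratio plate-corrected score three or more library SD toward inhibition, starting fluorescence score within five deviations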;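 further: score derived from kinetic fluorescence span divided by baseline fluorescence per well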
TRPC6 activator – mouse TRPC6 channel activation; AID 2550; B-score at 10 µM; HEK293-TRPC6 membrane potential dye fluorescence; hits give high values; 310,000 compounds, 0.13% hits;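 active means B-score of the integrated fluorescence ratio above library mean plus 3 SD, and starting fluorescence ratio within library mean plus 5 SD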;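 further: higher score means more depolarization so channel activation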
TRPC6 inhibitor – mouse TRPC6 channel inhibition | Q61143 | HEK293-TRPC6, membrane potential dye, ACh-evoked depolarization; hits give low values | B-score at 10 µM | 310,000 compounds, 1.1% hits;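 active means B-score under library mean minus 3 SD, initial fluorescence not abnormally high, positive integrated signal ratio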;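 further: B-score derived from integrated fluorescence ratio over the kinetic read; more negative B-score means stronger inhibition of depolarization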
TRPC4 block – TRPC4 (mouse) channel inhibition; Q9QUQ5; HEK293 TRPC4beta/mu-opioid, DAMGO-evoked Fluo4 calcium flux; hits give low values; B-score at 10 µM; 300,000 compounds, 0.39% hits;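 active means B-score over 3 SD under the library average, no early fluorescence shift, positive overall ratio signal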
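Assay system: HEK293 cells with stable TRPC4beta plus mu-opioid receptor expression. Dosing: single dose. Measured by: Fluo4 Ca2+ flux fluorescence. Also added: DAMGO in two steps, submaximal then maximal. Read-out: B score from integrated Fluo4 fluorescence ratio.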
MrgX1 antagonist – human MrgX1 receptor antagonism, primary screen; Q96LB2; MRGX1-HEK293 calcium flux, Fluo-4, BAM8-22 antagonism; hits give low values; B-score at 10 µM; 310,000 compounds, 1.3% hits; AID 588676;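 active means calcium-response B-score plate-corrected more than 3 library SD below zero, starting fluorescence within 5 deviations, no agonist response on first addition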;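 further: peak minus trough fluorescence over baseline after final BAM8-22 challenge near maximal dose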
Target sequence (Q96LB2 whole entry, looked up): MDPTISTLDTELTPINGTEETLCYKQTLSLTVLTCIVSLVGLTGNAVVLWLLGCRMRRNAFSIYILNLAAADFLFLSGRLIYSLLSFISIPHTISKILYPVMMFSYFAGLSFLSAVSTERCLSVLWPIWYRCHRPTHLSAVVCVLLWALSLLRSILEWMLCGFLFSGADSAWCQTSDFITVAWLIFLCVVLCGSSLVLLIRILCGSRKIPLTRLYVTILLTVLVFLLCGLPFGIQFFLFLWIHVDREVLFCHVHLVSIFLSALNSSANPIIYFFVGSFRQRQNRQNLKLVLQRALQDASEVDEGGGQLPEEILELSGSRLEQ
MrgX1 agonist – agonists of human MrgX1 receptor; Q96LB2; AID 588627; B-score at 10 µM; MrgX1-HEK293 cells, Fluo-4 calcium fluorescence, agonist mode; hits give high values; 310,000 compounds, 0.44% hits;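 active means calcium response B-score plate-corrected fluorescence ratio at least 3 library SD, with starting fluorescence B-score inside 5 SD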
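Material: MrgX1-expressing HEK293 cells / Dosing: compound as first of three additions / Incubation: overnight seeding, then 1 h dark dye loading / Signal: Fluo-4 NW calcium fluorescence / Evaluation: B-scored fluorescence response ratio / Benchmarks: positive and negative control wells on each plate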
SKKanGAS inh – inhibitors of SKKanGAS S. pyogenes growth in kanamycin (SK-promoter or general growth effect); BacTiter-Glo, 6 h; AID 1662; inhibition, % at 7.5 µM; 300,000 compounds, 1.3% hits;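 active means mean replicate score, as percent of positive control median, at least 50; inconclusive means mean below 50 but one replicate at or above 50; inactive means mean and every replicate below 50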;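 further: strain carries kanamycin resistance gene driven by streptokinase promoter and grows in 40 µg/ml kanamycin; loss of luminescence reflects streptokinase promoter inhibition or plain growth inhibition; 0% = median of DMSO wells and 100% = positive control at its reference dose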
TRPC4 act – activators of mouse TRPC4 channel | 310,000 compounds, 0.49% hits | HEK293 TRPC4beta/mu-opioid, Fluo4 calcium fluorescence; hits give high values | B-score at 10 µM | Q9QUQ5;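 active means B-score above 5 SD of library B-scores, and initial fluorescence ratio not above library mean plus 5 SD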;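 further: positive B-score marks a calcium rise read as TRPC4 activation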
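Material: TRPC4beta and mu-opioid receptor HEK293 stable cells | Incubation: 45 min room-temperature Fluo4 loading, 110 s read | Detection: Kinetic Fluo4 calcium fluorescence | Measure: Integrated baseline-normalised fluorescence ratio, converted to per-well B score | Benchmarks: Low control buffer alone, high control maximal DAMGO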
MrgX1 allo act – human MrgX1 positive allosteric modulation, primary screen; Q96LB2; MrgX1-HEK293, Fluo-4 calcium flux, FDSS; hits give high values; B-score at 10 µM; 310,000 compounds, 0.63% hits; AID 588675;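 active means plate-corrected calcium response at least 3 library SD above typical, normal starting fluorescence, not activating the receptor alone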;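 further: compound read alongside a low EC10 to EC30 dose of BAM8-22 agonist; peak minus trough fluorescence over baseline measured at the second addition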
Active calls of the source: *; i = inactive; ? = inconclusive; . = no result given.

SMILES	TRPC4 potent	TMEM16A act	TMEM16A inh	TRPC6 activator	TRPC6 inhibitor	TRPC4 block	MrgX1 antagonist	MrgX1 agonist	SKKanGAS inh	TRPC4 act	MrgX1 allo act
Cc1nc2cc(-c3ccccc3)[nH]n2c(=O)c1C	i	i	i	i	i	i	i	i	8	i	i
COc1ccc(N(C(C)C(=O)Nc2cccnc2)S(C)(=O)=O)cc1 (centres undefined)	i	i	i	i	i	i	i	i	6	i	i
CC(NS(C)(=O)=O)C(c1cccs1)N1CCN(c2ccc(F)cc2)CC1 (centres undefined)	i	i	i	i	i	.	i	i	3	i	i
CCOC(=O)c1c(-c2ccccc2)oc2ccc(OCC(O)CN(C)C)cc12 (centres undefined)	i	i	i	i	i	i	i	i	-5	i	i
Cc1ccnc(NC(=O)CCC(=O)N(CC(=O)NC(C)(C)C)c2ccc3c(c2)OCO3)c1	i	i	i	i	i	i	i	i	-4	i	i
C/C=C(\C)CN1CCC(Oc2ccc(C(=O)NCc3ccccn3)cc2)CC1	i	i	i	i	i	i	i	i	3	i	i
Cc1cc(C(=O)COC(=O)c2ccc(O)cc2)c(C)n1-c1ccccc1F	i	-29*	i	i	i	i	i	i	-2	i	i
CC(C)C(=O)Nc1ccc(Cc2ccc(NC(=O)C(C)C)c(O)c2)cc1O	i	i	i	i	i	i	i	i	11	i	i
O=C(Nc1ccc(Cl)cc1)c1cc2c(cc1O)[nH]c1ccccc12	i	i	i	i	i	i	-4.9*	i	100*	i	i
CC(C)N(C(=O)CSc1nnc(CNc2ccc(F)cc2)o1)C(C)C	i	i	i	i	i	i	i	i	-1	i	i
CCCCN(C)CCn1c(=S)[nH]c2cc(OCC)c(OCC)cc2c1=O	i	i	i	i	i	i	i	i	0	i	i
O=C(Nc1cccnc1)c1cc(-c2ccco2)on1	i	i	i	i	i	i	i	i	0	i	i
O=C(O)CN1C(=O)/C(=C/c2ccsc2)SC1=S	i	i	i	i	i	i	i	i	-7	i	i
Cc1sc2ncnc(SCC(=O)NNC(=O)c3ccco3)c2c1C	i	i	i	i	i	i	i	i	4	i	i
Cc1cccc(C)c1N1C(=O)CC(N(O)c2ccccc2)C1=O (centres undefined)	i	i	i	i	i	i	i	i	3	i	i
Cc1cc(C)cc(Nc2ncc3c(n2)CCCC3=O)c1	i	i	i	i	i	i	i	i	-19	i	i
CC(=O)N1CCOc2ccc(S(=O)(=O)N3CCC(C(=O)NCc4ccccc4)CC3)cc21	i	i	i	i	i	i	i	i	2	i	i
CCOC(=O)C1=C(COC(=O)/C=C/c2cccc([N+](=O)[O-])c2)NC(=O)NC1C (centres undefined)	i	i	i	i	i	i	i	i	6	i	i
Cc1cccc(C(=O)Nc2ccc(NC(=O)CN3CCOCC3)cc2)c1	i	i	i	i	i	i	i	i	-4	i	i
Cc1cc(C(=O)NC2CC(C)(C)Cc3c2cnn3-c2ccccc2)n[nH]1 (centres undefined)	i	i	i	i	i	i	i	i	1	i	i
CCN(CC(=O)NC(=O)NC1CCCC1)Cc1ccccc1	i	i	i	i	i	i	i	i	-10	i	i
Cc1cccc(NC(=S)NCc2ccc3c(c2)OCO3)c1C	i	i	i	i	i	i	i	i	-4	i	i
Cc1cccc(N2CC(C(=O)OCC(=O)c3ccc(OC(=O)c4cccs4)cc3)CC2=O)c1C (centres undefined)	i	i	i	i	i	i	i	i	5	i	i
COc1ccc(/C=N/NC(=O)c2nc(-c3ccccc3)cc(-c3ccccc3)n2)cc1	i	i	i	i	i	i	i	i	?	i	i
COc1cc(/C=N/NC(=O)c2cc(C)oc2C)ccc1O	i	i	i	i	i	i	i	i	-6	i	i
COc1ccc(-c2nnc(COc3ccc(Br)cc3C)o2)cc1	i	i	i	i	i	i	i	i	17	i	i
COCCOC(=O)c1ccc(NC(=O)COc2ccc([N+](=O)[O-])cc2)cc1	i	i	i	i	i	i	i	i	-5	i	i
CC(C)Cc1cc(C(=O)Nc2cccc(O)c2)no1	i	i	i	i	i	i	i	i	2	i	i
Cc1nc(-n2cc(F)c(=O)[nH]c2=O)c2nc(C)oc2n1	i	i	i	i	i	i	i	i	5	i	i
CCNC(=S)N=Nc1c(O)n(Cc2ccc(Cl)cc2)c2ccccc12	i	i	i	i	i	i	i	i	-11	i	i
Cc1ccc(C(C)NC(=O)c2ccc3c(c2)OCO3)cc1C (centres undefined)	i	i	i	i	i	i	i	i	-8	i	i
CC(C)C(C(=O)NC1CCCC1)N(CC1CCCO1)C(=O)CNS(=O)(=O)c1ccccc1 (centres undefined)	i	i	i	i	i	i	i	i	-3	i	i
Cc1cccc(C)c1-n1ncc(C(=O)NC2CCCC2)c1C1CCNCC1	i	i	i	i	i	i	i	i	0	i	i
O=C(C1=NN(c2ccccc2)C2C(=O)N(c3cccc(Cl)c3)C(=O)C12)c1ccccc1 (centres undefined)	.	i	i	.	.	.	i	i	.	.	i
COC(=O)c1sccc1NC(=O)Nc1cc(C)cc(C)c1	i	i	i	i	i	i	i	i	.	i	i
CCOc1ccc(C2=NNC(c3cccs3)=Nc3ccc(OC)cc32)cc1OCC	i	i	i	i	i	i	i	i	29	i	i
O=C1C2CCCN2C(=S)N1c1ccc(Cl)cc1 (centres undefined)	i	i	i	i	i	i	i	i	1	i	i
O=C(NNC(=S)Nc1ccccc1Cl)C1CC1	i	i	i	i	i	i	i	i	-2	i	i
COc1ccc(-n2c(C)cc(/C=C3\SC(=S)N(Cc4ccco4)C3=O)c2C)cc1	i	i	i	i	i	i	i	i	6	i	i
Cc1cc(NC(=O)CCC(=O)N(c2cccc(F)c2)C(C(=O)NC2CCCC2)c2ccc(C)o2)no1 (centres undefined)	i	i	i	i	i	i	i	i	2	i	i
CCOC(=O)N1CCN(c2c(NCCN3CCN(c4ccccc4F)CC3)c(=O)c2=O)CC1	i	i	i	i	i	i	i	i	-7	i	i
CCOC(=O)C1CCN(C(=O)NS(=O)(=O)c2ccc(C)cc2)CC1	i	i	i	i	i	i	i	i	-4	i	i
COC(=O)c1cc(-c2ccc(C)o2)nc2ccccc12	i	i	i	i	i	i	i	i	4	i	i
COC(=O)CCC(=O)c1oc2ccc(OC)cc2c1N	i	i	i	i	i	i	i	i	4	i	i
COc1ccc(-c2noc(C3CCCN(C(=O)c4ccccc4OC)C3)n2)cc1 (centres undefined)	i	i	i	i	i	i	i	i	-2	i	i
Cc1ccc(C)n1CCN1CCN(CC(=O)Nc2ccc(S(N)(=O)=O)cc2)CC1	i	i	i	i	i	i	i	i	1	i	i
COC(=O)NCC(c1ccco1)N1CCN(c2ccccc2)CC1 (centres undefined)	i	i	i	i	i	i	i	i	-5	i	i
CC(=O)c1ccc(C(=O)N2CCCC(C(=O)c3ccc(Cl)cc3)C2)s1 (centres undefined)	i	i	i	i	i	i	i	i	1	i	i
COc1ccccc1NC(=O)Nc1ccnn1C1CCN(C(=O)c2cccnc2)CC1	i	i	i	i	i	i	i	i	0	i	i
Cc1ccc2cn[nH]c2c1NC(=S)NC(=O)c1ccccc1	i	i	i	i	i	i	i	i	-13	i	i
Cn1c(=O)c2c(nc(N3CCCCC3)n2CCSc2nc3ccccc3s2)n(C)c1=O	i	i	i	i	i	i	i	i	7	i	i
CC1CC(C)CN(S(=O)(=O)c2ccc(NC(=O)C3CC(=O)N(Cc4ccccc4)C3)cc2)C1 (centres undefined)	i	i	i	i	i	i	i	i	2	i	i
COc1ccccc1C1C2CCCCC2(O)CCN1CC(=O)Nc1ccccc1 (centres undefined)	i	i	i	i	i	i	i	i	2	i	i
Cc1nc2ncnn2c(Nc2ccc3c(c2)OCCO3)c1C	i	i	i	i	i	i	i	i	3	i	i
COc1ccccc1OCCC(=O)OCC(=O)Nc1cccc(Br)c1	i	i	i	i	i	i	i	i	-7	i	i
NS(=O)(=O)c1ccc(CCNC(=O)NC2CCCCC2)cc1	i	i	i	i	i	i	i	i	-6	i	i
COc1ccc(NC(=O)CN(C)S(=O)(=O)c2cccc3nsnc23)cc1OC	i	i	i	i	i	i	i	i	1	i	i
O=C(O)Cn1cc(C(=O)c2ccco2)c2ccccc21	i	.	i	i	i	i	-7.9*	i	0	i	i
O=C(COC(=O)C1CCN(/C=C/C(=O)C(F)(F)F)CC1)Nc1cccc(F)c1	i	i	i	i	i	i	i	i	15	i	i
C/C(=N\NC(=O)c1ccccc1C)c1ccc(NC(=O)c2cccs2)cc1	i	i	i	i	i	i	i	i	-1	i	i
(next part)
SMILES	TRPC4 potent	TMEM16A act	TMEM16A inh	TRPC6 activator	TRPC6 inhibitor	TRPC4 block	MrgX1 antagonist	MrgX1 agonist	SKKanGAS inh	TRPC4 act	MrgX1 allo act
Nc1c(C(=O)NCc2ccc3c(c2)OCO3)nnn1Cc1cccc(F)c1	i	i	i	i	i	i	i	i	-10	i	i
Cc1ccc(C)c(S(=O)(=O)Nc2ccc3oc(C)c(C(=O)O)c3c2)c1	i	i	i	i	i	i	i	i	2	i	i
COc1ccc(N2C(=O)CSC2c2ccc3c(c2)OCO3)cc1 (centres undefined)	i	i	i	i	-7.5*	i	i	i	-6	i	i
COC(=O)c1ccc2c(=O)n(-c3ccccc3)c(SCN3C(=O)c4ccccc4C3=O)nc2c1	i	i	i	i	i	i	i	i	8	i	i
O=C(NCc1ccco1)/C(=C\c1ccco1)NC(=O)c1ccccc1Cl	i	i	i	i	i	i	i	i	4	i	i
O=c1c(Cl)c(N2CCN(c3ccccc3)CC2)cnn1C12CC3CC(CC(C3)C1)C2	i	i	i	i	i	i	i	i	3	i	i

Fetched by compound from the entries so far, 2 records:
SMILES	TRPC4 potent	TMEM16A act	TMEM16A inh	TRPC6 activator	TRPC6 inhibitor	TRPC4 block	MrgX1 antagonist	MrgX1 agonist	SKKanGAS inh	TRPC4 act	MrgX1 allo act
CCOC(=O)N1CCN(c2c(NCCN3CCN(c4ccccc4F)CC3)c(=O)c2=O)CC1	i	i	i	i	i	i	i	i	-7	i	i
CCOC(=O)C1=C(COC(=O)/C=C/c2cccc([N+](=O)[O-])c2)NC(=O)NC1C (centres undefined)	i	i	i	i	i	i	i	i	6	i	i

Screening data (PubChem BioAssay)
